esBAF inh: SWI/SNF esBAF complex inhibition. mouse ES cells, Bmi1-luciferase knock-in reporter, 24 h; 100% = twice the neutral-well signal. reporter increase, % at 12.5 µM. hit rate 2% among 350,000; in the data active = activation above about 40%;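 note: 0% = median of the plate's neutral control wells and 100% = double that signal; a rise in the Bmi1 reporter signal indicates esBAF inhibition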
Xi reactivation: reactivates the inactive X chromosome in mouse fibroblasts; XiGFP mouse fibroblasts, % GFP-positive cells imaging, 3 d; cells co-treated with 5-aza-dC sensitizer; scaled so ellipticine positive control = 100%; activation, % at 7.58 µM; hit rate 0.055% among 360,000; AID 743238;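 active = mean normalized replicate activation at least 10% and every replicate at or above 10%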;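 note: 0% = median of on-plate neutral control wells and 100% = ellipticine 6 µM median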
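System: SV40-immortalized XiGFP fibroblast cells, line 68-5-11 / Incubation: 3-day compound exposure, then 15 min fixation at room temperature / Compound: single concentration per compound, delivered by pin transfer / Buffer or medium: DMEM plus 5-aza-dC sensitizer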
ARNT TACC3 PPI: disruptors of human ARNT/TACC3 interaction; AlphaScreen His-ARNT PAS-B/GST-TACC3 binding, luminescence; TACC3 fragment carries E629A point mutation; inhibition, % at 9.99 µM; hit rate 0.66% among 390,000; AID 623870;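 active = mean inhibition of replicates at least 50% and at least half of replicates each reaching 50%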;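 note: 0% = complete ARNT plus TACC3 wells and 100% = ARNT alone without TACC3; many hits fall short of the cut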
RAD52 anneal inh: RAD52 (human) annealing inhibition | P43351 | recombinant RAD52 DNA annealing, FRET fluorescence | inhibition, % at 18.7 µM | hit rate 0.46% among 360,000 | AID 651710;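 active = every replicate showing at least 50% inhibition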
RAD54 branch: blocks human RAD54 Holliday junction branch migration; FAM/BHQ fluorescence; hit rate 0.14% among 360,000; Q92698; inhibition, % at 10.4 µM; AID 602329;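 active = mean normalized replicate activity at least 40 and at least half of replicates scoring 40 or more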;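 note: 0% = median of neutral control wells and 100% = median of positive control wells; inhibitors cause a drop in the FAM fluorescence signal; in these data hits start at about 50%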
Target sequence (Q92698 whole entry, looked up): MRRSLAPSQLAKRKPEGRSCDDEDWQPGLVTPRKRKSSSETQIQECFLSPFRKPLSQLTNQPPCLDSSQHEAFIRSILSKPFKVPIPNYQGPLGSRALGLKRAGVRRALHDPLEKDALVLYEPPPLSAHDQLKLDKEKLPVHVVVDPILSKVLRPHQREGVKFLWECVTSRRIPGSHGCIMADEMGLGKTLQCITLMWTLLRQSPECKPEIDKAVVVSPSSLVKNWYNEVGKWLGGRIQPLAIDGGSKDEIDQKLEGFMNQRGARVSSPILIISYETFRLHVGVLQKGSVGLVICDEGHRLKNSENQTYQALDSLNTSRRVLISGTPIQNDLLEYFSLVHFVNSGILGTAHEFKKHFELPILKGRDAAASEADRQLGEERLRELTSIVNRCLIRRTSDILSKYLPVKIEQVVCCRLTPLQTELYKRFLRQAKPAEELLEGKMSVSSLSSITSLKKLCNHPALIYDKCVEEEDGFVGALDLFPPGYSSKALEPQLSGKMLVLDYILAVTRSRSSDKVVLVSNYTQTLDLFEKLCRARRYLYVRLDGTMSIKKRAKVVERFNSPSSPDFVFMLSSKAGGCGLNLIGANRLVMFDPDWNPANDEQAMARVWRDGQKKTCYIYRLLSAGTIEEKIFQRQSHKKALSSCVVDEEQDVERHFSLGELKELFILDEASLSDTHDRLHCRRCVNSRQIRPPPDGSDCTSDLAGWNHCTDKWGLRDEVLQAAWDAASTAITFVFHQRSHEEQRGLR
GSIS activator: GLuc luminescence reporter in INS-1E cells, primary screen for activators of glucose-dependent secretion of insulin. INS-1E GLuc reporter insulin secretion, 2-3 h. activation, % at 16.6 µM. hit rate 0.61% among 370,000;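 active = lowest replicate activation of at least 40%, so every replicate reaches that level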;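 note: 0% = median of neutral control wells and 100% = median of IBMX positive control wells; some compounds called inactive have numbers as strong as hits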
F508del corr: CFTR F508del correction in bronchial cells; CFBE cells, YFP halide quenching; stimulated with forskolin plus potentiator P3; % fluorescence drop versus neutral controls; activity (quench increase), % at 7.58 µM; hit rate 0.36% among 350,000;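 active = mean added fluorescence quench of at least 8% versus neutral control, with both replicates also reaching 8%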;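 note: cells transiently co-express mutant CFTR-F508del with the halide-sensitive YFP; corrector assay measuring rescue of mutant channel to the surface after 24 h compound exposure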
ERAP1 HTS inh: ERAP1 (human) enzyme inhibition; hit rate 0.15% among 340,000; recombinant ERAP1, Leu-AMC fluorescence, 60 min; inhibition, % at 10.7 µM; Q9NZ08;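 active = mean replicate inhibition of at least 30%, or all replicates individually reaching that 30% level; inactive = mean below 30% and not every replicate reaching it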;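 note: 0% = neutral control wells and 100% = L-leucinethiol positive control wells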
Numbers without * were called inactive; / = no result given. Compounds were not picked by outcome; 3.3% or so of the library scored in one or more.

Screens in order: esBAF inh, Xi reactivation, ARNT TACC3 PPI, RAD52 anneal inh, RAD54 branch, GSIS activator, F508del corr, ERAP1 HTS inh
N#CCC(=O)Nc1ccc(C(=O)OCc2ccccc2Oc2ccccc2)cc1
  -4.5, -0.1, /, -60.7, 2.1, -9.6, 4.2, -2.0
C[C@@H]1CN([C@@H](C)CO)C(=O)c2cccc(NC(=O)c3ccncc3)c2O[C@@H]1CN(C)S(=O)(=O)c1ccc(F)cc1
  2.0, 0.1, 10.2, -2.2, 3.9, 15.2, 1.3, 6.5
O=S(=O)(Nc1cccc(S(=O)(=O)N2CCCCC2)c1)c1ccccc1F
  2.9, 0.0, -11.7, -5.6, 0.6, /, 5.9, 1.1
COc1ccc2c3c([nH]c2c1)[C@@H](CO)N(Cc1nccs1)CC31CCN(C(=O)C2CCOCC2)CC1
  /, 0.2, /, -70.7, /, 0.0, -0.7, -10.1
CN(C(=O)Cc1c[nH]c2ccccc12)C(C(=O)Nc1ccc2c(c1)OCO2)c1ccccc1 (stereo unspecified)
  /, 0.0, 8.1, /, 7.6, -36.8, /, /
COc1ccc(Cc2nnc(NC(=O)c3ccccc3[N+](=O)[O-])s2)cc1
  /, 0.0, 3.4, -4.2, 3.3, 41.8, -0.9, 1.1
O=C(NCC1CCCO1)c1ccc(NC(=O)c2ccc(Br)cc2)cc1 (stereo unspecified)
  /, -0.1, /, -5.9, -7.7, -8.0, 0.8, -0.5
CCCCn1c(N)c(N(CCOC)C(=O)c2cc(-c3ccc(F)cc3)nc3ccccc23)c(=O)[nH]c1=O
  /, 0.2, 4.1, -47.3, -1.3, -0.4, 0.2, 4.6
COc1ccc(-c2cnc3c(c2)C(=O)N([C@@H](C)CO)C[C@@H](C)[C@@H](CN(C)Cc2ccccc2)O3)cc1
  -1.2, -1.1, -0.4, 0.6, -2.2, -4.3, -1.3, -1.5
Cc1ccc2c(c1)C(O)(CC(=O)c1cccc(-n3cccc3)c1)C(=O)N2 (stereo unspecified)
  0.3, -0.1, 10.0, -11.7, -2.6, -17.2, 0.0, -1.4

Overlap with the part before: five entries, followed by the next part.
Screens in order: esBAF inh, Xi reactivation, ARNT TACC3 PPI, RAD52 anneal inh, RAD54 branch, GSIS activator, F508del corr, ERAP1 HTS inh
COc1ccc(Cc2nnc(NC(=O)c3ccccc3[N+](=O)[O-])s2)cc1
  /, 0.0, 3.4, -4.2, 3.3, 41.8, -0.9, 1.1
O=C(NCC1CCCO1)c1ccc(NC(=O)c2ccc(Br)cc2)cc1 (stereo unspecified)
  /, -0.1, /, -5.9, -7.7, -8.0, 0.8, -0.5
CCCCn1c(N)c(N(CCOC)C(=O)c2cc(-c3ccc(F)cc3)nc3ccccc23)c(=O)[nH]c1=O
  /, 0.2, 4.1, -47.3, -1.3, -0.4, 0.2, 4.6
COc1ccc(-c2cnc3c(c2)C(=O)N([C@@H](C)CO)C[C@@H](C)[C@@H](CN(C)Cc2ccccc2)O3)cc1
  -1.2, -1.1, -0.4, 0.6, -2.2, -4.3, -1.3, -1.5
Cc1ccc2c(c1)C(O)(CC(=O)c1cccc(-n3cccc3)c1)C(=O)N2 (stereo unspecified)
  0.3, -0.1, 10.0, -11.7, -2.6, -17.2, 0.0, -1.4
COc1ccccc1C#Cc1ccc([C@H]2[C@@H](CO)N3CCCCN(C(=O)C4CC4)C[C@@H]23)cc1
  /, /, -0.3, -16.7, -7.5, /, -0.7, 4.6
COc1ccc(NC(=O)c2cccc(S(=O)(=O)N3CCc4ccccc43)c2)c(OC)c1
  3.3, 0.3, /, 5.0, 3.5, /, 3.2, -4.2
CN(C)C(=O)C[C@@H]1CC[C@@H]2[C@H](COc3ccc(NC(=O)NCc4ccccc4)cc3C(=O)N2C)O1
  -0.1, 0.0, -4.6, 13.1, 0.9, -10.5, 0.0, -1.9
CCOC(=O)C(=CNc1ccc(Cl)cn1)C(=O)OCC
  /, 0.0, -7.6, -13.3, /, 15.0, -0.2, -2.1
Cc1ccc(NC(=O)CCNC(=O)c2ccco2)cc1Cl
  0.7, 0.0, 23.5, -6.3, -7.6, -7.4, -2.6, 1.5
CC(=O)c1ccc(NC(=O)CN2C(=O)NC3(CCc4ccccc43)C2=O)cc1 (stereo unspecified)
  1.3, 0.0, 0.4, -1.7, 16.4, 1.1, -3.5, -5.4
COc1ccccc1OCCC(=O)OCC(=O)Nc1ccc2c(c1)OCO2
  /, -0.1, 23.1, -15.6, /, -4.2, -2.4, -1.4
COc1cccc(CNCCc2c[nH]c3ccccc23)c1OCc1ccccc1
  /, -0.1, 19.3, 25.7, /, -27.4, -0.6, -2.9
O=C(NNc1ccc([N+](=O)[O-])cn1)Nc1ccc(N=Nc2ccccc2)cc1
  8.4, -0.1, 5.1, -6.9, 0.5, -19.6, 1.2, 2.5
CO[C@H]1CN(C)C(=O)c2cc(NC(=O)C3CC3)ccc2OC[C@H](C)N(Cc2cccc(F)c2)C[C@H]1C
  -1.3, -0.4, -11.0, -2.3, 2.0, -16.6, -1.6, 3.0
CNC[C@@H]1Oc2ncc(-c3cncnc3)cc2C(=O)N([C@H](C)CO)C[C@@H]1C
  /, 0.0, /, -1.6, /, 4.8, -0.5, -10.6
CC1(C)NC(=O)N(CCOCCSc2ccccc2)C1=O
  61.3*, /, -7.5, -9.0, /, -5.1, 0.2, 0.9
CC(=O)N1c2ccccc2N(Cc2ccc(C)cc2C)C(=O)C1(C)C
  -4.4, 0.9, 8.0, -7.3, -1.6, 6.3, 1.7, -2.1
O=C(c1ccccc1)N1CCN(c2ncnc3c(-c4ccccc4)nsc23)CC1
  /, 0.0, -0.4, -7.4, /, 5.1, 2.5, 5.7
Cc1sc(NC(=O)Cn2nc(C(F)(F)F)cc2C)c(C(=O)OC(C)C)c1C
  1.5, /, -5.9, /, -5.0, 1.8, /, /
C[C@@H]1CN([C@H](C)CO)C(=O)c2cc(NC(=O)CCCN(C)C)ccc2O[C@@H]1CN(C)S(C)(=O)=O
  -1.0, -0.1, -3.3, -3.6, -3.2, 14.4, 1.3, 0.5
CS(=O)(=O)Nc1ccc2c(c1)[C@H]1C[C@H](CC(=O)NCc3cc(F)ccc3F)O[C@@H](CO)[C@H]1O2
  -2.9, 0.0, 0.1, 2.6, 5.8, 0.1, -0.8, -4.6
CNC[C@@H]1Oc2ccc(NC(=O)Cn3cnnn3)cc2C(=O)N([C@@H](C)CO)C[C@@H]1C
  2.8, 1.0, -3.1, -15.8, 3.5, 17.8, -0.5, -0.1
C[C@@H]1CCCCO[C@H](CN(C)C)[C@H](C)CN([C@@H](C)CO)C(=O)c2cc(NC(=O)Nc3cccc4ccccc34)ccc2O1
  -3.4, -0.4, 13.0, 33.1, 11.6, 13.0, -1.3, 1.8

Retrieved by structure from the list above, 3 records:
Screens in order: esBAF inh, Xi reactivation, ARNT TACC3 PPI, RAD52 anneal inh, RAD54 branch, GSIS activator, F508del corr, ERAP1 HTS inh
O=C(c1ccccc1)N1CCN(c2ncnc3c(-c4ccccc4)nsc23)CC1
  /, 0.0, -0.4, -7.4, /, 5.1, 2.5, 5.7
C[C@@H]1CCCCO[C@H](CN(C)C)[C@H](C)CN([C@@H](C)CO)C(=O)c2cc(NC(=O)Nc3cccc4ccccc34)ccc2O1
  -3.4, -0.4, 13.0, 33.1, 11.6, 13.0, -1.3, 1.8
CC(=O)N1c2ccccc2N(Cc2ccc(C)cc2C)C(=O)C1(C)C
  -4.4, 0.9, 8.0, -7.3, -1.6, 6.3, 1.7, -2.1

Source: PubChem BioAssay (Broad Institute)
